# Source: PubChem BioAssay (The Scripps Research Institute Molecular Screening Center)
# PLCg1 inh: PLC-gamma1 enzyme inhibitors, primary screen, biochemical, fluorescence, purified enzyme. 1-phosphatidylinositol 4,5-bisphosphate phosphodiesterase gamma-1 (Homo sapiens), P19174. fluorogenic substrate. inhibition, % at 12.2 µM. 370,000 compounds, 0.84% hits. AID 720700, 2013; in the data active = inhibition above about 9.5%
# PLCb3 inh: human PLC-beta3 inhibitors, primary screen, biochemical, fluorescence; Purified PLC-beta3, fluorogenic substrate; inhibition, % at 12.2 µM; 370,000 compounds, 0.18% hits; AID 720704, 2013; in the data active = inhibition above about 11%;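 also: 0% = median of compound wells on plate and 100% = full blocker control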
# Target sequence (Q01970 whole entry, looked up): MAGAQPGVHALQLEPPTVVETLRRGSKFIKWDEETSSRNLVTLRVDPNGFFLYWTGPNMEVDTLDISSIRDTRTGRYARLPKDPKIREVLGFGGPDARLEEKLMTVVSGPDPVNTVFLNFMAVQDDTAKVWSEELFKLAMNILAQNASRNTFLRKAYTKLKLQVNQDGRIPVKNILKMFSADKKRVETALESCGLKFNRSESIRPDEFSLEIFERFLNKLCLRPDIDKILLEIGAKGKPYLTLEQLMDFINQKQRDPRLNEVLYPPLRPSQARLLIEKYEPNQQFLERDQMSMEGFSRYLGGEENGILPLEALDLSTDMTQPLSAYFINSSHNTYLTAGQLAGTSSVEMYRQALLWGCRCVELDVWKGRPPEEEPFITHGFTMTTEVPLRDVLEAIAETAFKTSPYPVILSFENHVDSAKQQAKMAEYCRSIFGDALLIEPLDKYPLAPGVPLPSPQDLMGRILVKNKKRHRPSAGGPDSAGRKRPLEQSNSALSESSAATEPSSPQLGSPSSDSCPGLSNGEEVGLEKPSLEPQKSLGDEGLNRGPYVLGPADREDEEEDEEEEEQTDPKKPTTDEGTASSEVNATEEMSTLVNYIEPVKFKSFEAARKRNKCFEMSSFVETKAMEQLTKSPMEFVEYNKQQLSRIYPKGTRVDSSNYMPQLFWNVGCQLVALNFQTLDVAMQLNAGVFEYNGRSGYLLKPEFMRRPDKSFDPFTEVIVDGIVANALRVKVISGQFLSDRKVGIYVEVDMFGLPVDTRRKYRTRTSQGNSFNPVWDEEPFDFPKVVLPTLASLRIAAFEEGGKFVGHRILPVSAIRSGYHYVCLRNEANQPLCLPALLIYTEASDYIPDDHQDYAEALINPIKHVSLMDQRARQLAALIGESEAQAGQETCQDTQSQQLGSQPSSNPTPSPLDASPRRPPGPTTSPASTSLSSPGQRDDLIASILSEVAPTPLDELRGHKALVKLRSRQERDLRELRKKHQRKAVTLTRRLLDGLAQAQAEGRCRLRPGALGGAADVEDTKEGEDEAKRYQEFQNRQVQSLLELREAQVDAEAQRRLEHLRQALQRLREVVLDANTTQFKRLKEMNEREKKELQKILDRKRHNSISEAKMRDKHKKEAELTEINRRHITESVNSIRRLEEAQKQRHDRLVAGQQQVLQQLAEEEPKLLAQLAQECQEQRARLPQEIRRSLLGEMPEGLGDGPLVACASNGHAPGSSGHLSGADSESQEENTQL
# HGIII-sPLA2 inh: human group III sPLA2 inhibitors, primary screen, biochemical, QFRET, BODIPY PC-A2 liposome substrate. Group 3 secretory phospholipase A2 (Homo sapiens), Q9NZ20. QFRET BODIPY PC-A2 liposome hydrolysis, fluorescence. 370,000 compounds, 0.56% hits. inhibition, % at 12.2 µM;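 active = inhibition above mean plus 3 SD of compounds lying within the high and low control bounds, cut at about 19% in these data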;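 also: 0% = median of test compound wells and 100% = no enzyme DMSO wells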
# DAX1 inh-1: DAX1 (NR0B1) inhibitors on StAR promoter, primary screen, cell-based, luminescence, SF-1 (NR5A1), full-length DAX-1; HEK293T StAR-luciferase reporter, SF-1/DAX-1 repression relief; inhibition, % at 6.8 µM; 370,000 compounds, 1.1% hits; AID 652010, 2013;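 active = inhibition above the mean over all tested compounds plus 3 SD, cut at about 3.6% in these data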;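 also: 0% = DAX-1 cells with DMSO and 100% = cells lacking DAX-1 with DMSO; higher inhibition means more luminescence from relief of DAX-1 repression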
# hcDAF-12 act: H. contortus DAF-12 nuclear receptor activators, primary screen, cell-based, luminescence, HEK293, lit1-tk-luc reporter | activation, % at 6.8 µM | 370,000 compounds, 1.4% hits | HEK293 hcDAF-12 lit1-tk-luc reporter; 0% DMSO, 100% Δ7-dafachronic acid | AID 652067, 2013;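 active = activation above the mean of all tested compounds plus 3 SD, cut at about 5.5% in these data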;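 also: 100% = response to 3 µM Δ7-dafachronic acid high control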
# ssDAF-12 act: S. stercoralis DAF-12 nuclear receptor activators, primary screen, cell-based, luminescence, HEK293, GRIP1 co-expression, lit1-tk-luc | Nuclear hormone receptor DAF-12 (Strongyloides stercoralis) | HEK293 ssDAF-12/GRIP1 lit1-tk-luc reporter; % of 3 µM dafachronic acid response | activation, % at 6.8 µM | 370,000 compounds, 1% hits;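 active = activation above the mean over all tested compounds plus 3 SD, cut at about 0.9% in these data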;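 also: 0% = DMSO-only wells and 100% = 3 µM delta7-dafachronic acid wells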
# hgDAF12 agonist: H. glycines DAF-12 receptor agonists, primary screen, cell-based, luminescence, HEK293, GAL4 fusion, UAS-luciferase. HEK293 GAL4-hgDAF12 UAS-luciferase reporter, agonist luminescence; normalized to butyrate control. AID 687014, 2013. activation, % at 6.8 µM. Nuclear hormone receptor DAF-12 (Heterodera glycines), GAL4 fusion. 370,000 compounds, 1.8% hits;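 active = activation above a cutoff set at the mean of all screened compounds plus 3 SD, cut at about 10% in these data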;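 also: 0% = DMSO wells and 100% = sodium butyrate wells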
# ADAM17 inh: ADAM17 inhibitors, primary screen, biochemical, QFRET | recombinant ADAM17, EDANS/DABCYL FRET peptide cleavage | inhibition, % at 6.95 µM | 370,000 compounds, 0.83% hits | AID 720648, 2013;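 active = inhibition above the mean of compounds lying between control limits plus 3 SD, set per campaign, cut at about 8.5% in these data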;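 also: 0% = DMSO-only wells as the low control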
# DAX1 inh-2: DAX1 (NR0B1) inhibitors, primary screen, cell-based, HEK293, Gal4-DAX1, luciferase luminescence; HEK293 Gal4-DAX1 luciferase reporter; inhibition, % at 6.75 µM; 340,000 compounds, 0.99% hits; AID 504766, 2011;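 active = inhibition above the mean over all tested compounds plus 3 SD, cut at about 4.2% in these data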;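 also: 0% = DAX1-transfected cells with DMSO and 100% = empty-vector control cells with DMSO; inhibition shows as a rise in luminescence from relieved DAX1 repression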
# ADAM10 inh: human ADAM10 inhibitors, primary screen, biochemical, QFRET, HTS; recombinant ADAM10, EDANS/DABCYL FRET peptide cleavage, 3 h; AID 720582, 2013; inhibition, % at 7 µM; Disintegrin and metalloproteinase domain-containing protein 10 (Homo sapiens), O14672; 370,000 compounds, 0.62% hits;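 active = inhibition above a per-campaign cutoff equal to the mean of compounds falling between control-based bounds plus 3 SD, cut at about 20% in these data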;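 also: 0% = DMSO wells while the 100% control is not disclosed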
# FXN GAA850 act: FXN promoter activators, primary screen, cell-based, luciferase luminescence, HEK293 lucGAA850. HEK293 lucGAA850 FXN promoter luciferase reporter, 24 h; percent of 10 µM SAHA response. 360,000 compounds, 0.56% hits. AID 540364, 2011. activation, % at 6 µM;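 active = activation above the average of all compounds screened plus 3 SD, cutoff fixed separately per campaign, cut at about 7.5% in these data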;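 also: 0% = DMSO wells and 100% = 10 µM SAHA wells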
# The depositor's hits bear a star; i = inactive; . = not tested or not shown.
SMILES,PLCg1 inh,PLCb3 inh,HGIII-sPLA2 inh,DAX1 inh-1,hcDAF-12 act,ssDAF-12 act,hgDAF12 agonist,ADAM17 inh,DAX1 inh-2,ADAM10 inh,FXN GAA850 act
COc1ccc(CN2C(=O)C(CC(=O)NCC3CCCCC3)CC(C(=O)N(C)C)=C2C)cc1 (configuration not stated),-1,2,5,-0.4,-0.6,-0.9,1.9,-3,0.7,-1,-0.1
Cc1nc2c(C(F)(F)F)cccc2c2c1CCS2,-9,-17,1,-0.1,-2.1,-1.7,-3.4,-40,0.1,-104,0.0
CCOC(=O)c1c[nH]c2c([N+](=O)[O-])cc(OC)cc2c1=O,0,0,-9,-0.5,0.2,-1.2,-2.3,2,0.7,1,-1.0
COc1ccc(NC(=O)Nc2cccc3c2O[C@H](CN(C)S(=O)(=O)c2cccs2)[C@@H](C)CN([C@H](C)CO)C3=O)cc1,-4,2,-17,-0.2,-3.0,-1.4,-1.0,-2,-2.0,0,-2.2
COC(=O)Cc1c(C)c2c(OCc3nn[nH]n3)cc(C)cc2oc1=O,-398,i,-2,0.4,0.3,-0.6,-0.6,-228,-0.3,i,-4.1
CCOC(=O)c1cc(CC)sc1N1C(=O)CC(Sc2ccccc2C(=O)O)C1=O (configuration not stated),-3,-6,-10,0.8,-0.3,-0.4,-3.2,-4,0.7,-4,0.3
O=C1NC(c2ccccc2Cl)Nc2ccccc21 (configuration not stated),-383,-463,6,0.5,-1.1,-1.3,0.9,-356,0.1,i,-1.4
Cc1cccc(NC(=O)C2CC(=O)N(c3ccc4c(c3)OCCO4)C2)n1 (configuration not stated),-5,-2,2,-1.1,1.1,-0.6,0.5,0,0.1,1,0.6
O=S(=O)(c1ccc2c(c1)OCCCO2)N1CCNCC1,-27,0,2,-0.8,0.7,-1.6,-0.4,2,0.7,-3,1.9
CCOc1ccccc1NC(=O)C(NCCc1ccc(OC)cc1)c1ccccc1 (configuration not stated),3,-3,5,1.4,-0.2,-0.8,0.3,-9,-0.6,-3,-1.3
C/C(=N\NC(=O)c1ccccc1[N+](=O)[O-])c1c(O)cc(C)oc1=O,3,9,-2,0.5,-1.6,-1.1,4.1,-1,1.6,-6,-3.4
CCOC(=O)CSc1nnc(C)n1N,3,4,8,0.6,0.3,-1.2,-0.4,-3,0.1,-1,0.5
C/C(=N/OCO/N=C(\C)c1ccccc1F)c1ccccc1F,2,4,-4,-0.3,-0.5,0.4,0.6,1,-0.3,0,-0.8
O=C(Nc1ncccc1Cl)C(Sc1ccccc1)c1ccccc1 (configuration not stated),2,1,-12,-0.6,-0.6,-1.7,0.3,1,-1.2,0,-1.0
CN1C(=O)/C(=C/c2ccccc2OCc2cccc(F)c2)N(C)C1=S,0,-5,0,-0.8,0.3,-0.8,2.2,5,-1.2,8,-0.4
O=C(O)c1ccc(Cl)c(S(=O)(=O)Nc2ccccc2C(=O)Nc2ccc(Cl)cc2)c1,-6,-21,-35,0.3,4.2,-0.2,3.4,-1,0.4,0,1.8
FC(F)(F)c1cc(Cc2nc3ccccc3n2C(CCc2ccccc2)c2nc3ccccc3[nH]2)cc(C(F)(F)F)c1 (configuration not stated),-6,-7,-9,3.9*,0.1,-1.5,5.5,-6,.,-14,.
O=C(O)/C=C/C(=O)N(CC1CCCO1)C1CC(=O)N(c2c(Cl)cccc2Cl)C1=O (configuration not stated),-2,-6,-24,0.1,-0.8,-0.7,-5.3,-2,0.1,-1,-0.4
O=C(NC1CCCCC1)C(c1ccc(F)cc1)N(Cc1cccs1)C(=O)CN1C(=O)c2ccccc2S1(=O)=O (configuration not stated),-1,3,3,-0.1,2.9,-1.8,0.6,5,0.4,3,-3.7
Cc1cc(-c2nnc(SCC(=O)c3ccc(Cl)cc3)o2)no1,-1,0,-8,-0.3,2.6,-1.8,0.7,-1,1.6,-2,-0.1
COc1ccc2c(CC(=O)OCC(=O)N(C)c3c(N)n(Cc4ccccc4)c(=O)[nH]c3=O)coc2c1,-7,-18,-1,-0.7,0.8,-0.9,-2.0,-5,0.4,-37,-1.1
Cc1cc(=O)oc2c(CN3CCC(C)CC3)c(O)c(Cl)cc12,i,i,-1,-0.3,0.2,-1.0,-0.9,i,0.3,i,-0.6
O=C1c2cccc3c(N4CCCCC4)ccc(c23)C(=O)N1c1ccc(O)cc1,-104,-113,-17,-0.2,-1.3,-1.4,3.6,3,-0.6,2,1.9
CCOC(=O)CSc1nc(N)c(C#N)c(CC(C)C)c1C#N,-2,-155,1,0.0,-0.9,-1.3,-0.3,-1,0.0,-10,0.5
O=C(NCC[C@H]1CC[C@H](NS(=O)(=O)c2ccccc2F)[C@@H](CO)O1)c1ccc(F)cc1,-3,-1,14,1.3,-0.5,-0.7,-2.2,-4,.,-17,.
# More entries follow:
SMILES,PLCg1 inh,PLCb3 inh,HGIII-sPLA2 inh,DAX1 inh-1,hcDAF-12 act,ssDAF-12 act,hgDAF12 agonist,ADAM17 inh,DAX1 inh-2,ADAM10 inh,FXN GAA850 act
O=C(NCC1CCN(C(=O)C(=O)c2cc3ccccc3o2)CC1)c1cccnc1,-1,-4,15,0.9,-0.6,-0.9,-1.6,-4,.,-1,.
O=C(Nc1nc(-c2ccc(Cl)s2)cs1)c1ccco1,-24,-41,-14,1.0,0.9,-1.2,12*,5,3.1,16,2.5
Cc1ccsc1/C=C1\CCC(C2CCCC2)C1=O (configuration not stated),0,0,6,1.1,0.8,-0.4,9.3,-6,5.6*,6,0.0
CCC(=O)OCc1c(C(F)(F)F)nn(C)c1Sc1ccc(Cl)cc1,-1,-3,2,-0.6,-1.3,-1.1,-0.5,3,0.5,-3,0.6
Cc1cccc(CCNC(=O)c2ccc(Sc3ccccc3Cl)c([N+](=O)[O-])c2)c1,1,2,-1,-0.6,-3.0,-0.7,-1.0,1,.,0,.
CCN(CCCNS(=O)(=O)c1ccc2c(c1)oc(=O)n2C)c1cccc(C)c1,-1,0,-10,0.2,0.0,-1.7,1.6,3,-1.8,0,1.0
CCOc1cccc2sc(N(CCCN(C)C)C(=O)c3ccc(C(=O)c4ccccc4)cc3)nc12,4,-6,-14,0.8,0.8,-1.1,3.0,-3,2.0,6,-1.2
COCCCn1c(=O)c2ccccc2n2c(=S)[nH]nc12,-1,-11,13,-0.1,-1.4,-1.0,0.0,-2,0.2,5,-0.7
Oc1ccc(C=NC2CCCCC2)cc1,4,-3,-1,0.0,-0.9,-1.2,1.7,2,-0.3,14,-0.2
CCCOc1cc(N)ccc1C(=O)OCCN(CC)CC,1,2,2,0.1,2.2,-0.5,1.5,-6,-0.7,-4,-1.1
O=C1CSC(c2ccc([N+](=O)[O-])cc2)N1C1CCCCC1 (configuration not stated),6,6,8,-0.3,-0.8,-1.1,-1.0,6,0.8,13,0.9
O=C(O)c1cccc(COc2ccc(CO)cc2Cl)c1,4,2,-6,3.6*,1.8,-0.5,0.7,0,-5.5,-1,-5.3
N#CC(c1nc2ccccc2nc1N1CCCC1)S(=O)(=O)c1cccs1 (configuration not stated),-252,-316,-8,0.9,3.3,-0.3,0.1,-80,1.4,-401,-1.2
COc1ccc(CNc2oc(COc3ccccc3Cl)nc2C#N)cc1,-2,3,-16,0.6,-1.4,-1.8,-4.6,5,-0.2,20,1.7
COc1ccc(CC(=O)Nc2cc(S(=O)(=O)N3CCOCC3)ccc2N2CCCC2)c(OC)c1,-2,-14,0,-0.9,-1.4,-1.8,1.5,-2,0.1,-8,3.7
C[C@@H]1CN([C@@H](C)CO)C(=O)c2cc(Br)cnc2O[C@H]1CN(C)Cc1cccc(C(=O)O)c1,0,2,5,0.2,-3.0,-1.4,0.2,-7,-0.1,-13,-1.2
CNC(=S)NNC(=O)c1oc2nc(-c3ccccc3)cc(C)c2c1N,-430,i,25*,0.8,6.1*,-0.1,1.0,-22,1.8,-35,2.4
O=C(OCCN1CCOCC1)C1(c2ccccc2)CCCCC1,-3,0,0,0.5,-2.0,-1.1,-2.4,-7,.,-6,.
Cc1nn(C)c(C(=O)Nc2c(C)nn(Cc3c(F)c(F)c(F)c(F)c3F)c2C)c1Br,0,-5,0,-0.3,0.1,-0.8,0.1,-4,-0.3,-8,-1.8
CCc1nc(SCC(=O)NC2CCCC2)c2oc3ccccc3c2n1,0,-5,7,-0.1,-0.9,-0.8,-1.5,-4,0.7,2,-1.1
COc1cc2c(cc1OC)/C(=C/C(=O)c1ccc([N+](=O)[O-])c(C)c1)NCC2,-93,-125,-3,0.4,1.5,-0.1,2.9,-26,0.5,-109,4.4
COCCn1c(Cc2ccccc2)nnc1SCc1nc2ccccc2c(=O)[nH]1,1,1,0,-0.6,2.9,-0.7,2.7,1,2.6,15,0.2
O=C(CCC(=O)NNc1nc2ccccc2c2nc(-c3ccccc3)nn12)NCCCN1CCCC1=O,1,2,-3,0.0,5.2,-0.6,0.7,-4,0.0,-4,0.2
O=C(NCCCC1CCCC1)C1CCC(=O)N(Cc2cccc(C(F)(F)F)c2)C1 (configuration not stated),1,-2,-1,-2.5,-1.5,-0.8,-1.8,-3,0.4,10,1.3
COc1ccc(NC(=O)c2cc(C3CCCCN3C(=O)c3ccc4c(c3)CCO4)on2)c(C)c1 (configuration not stated),9,-12,-2,-0.4,-1.5,-2.0,-4.1,-1,.,4,-2.4
C=CCNC(=S)N/N=C/c1ccc(-c2ccc(Br)cc2)o1,-57,-77,9,-0.8,2.2,-1.2,7.9,-21,0.3,-56,3.4
CN(C)/C=N/S(=O)(=O)c1cccn1-c1ncc(C(F)(F)F)cc1Cl,0,4,1,0.0,-1.2,-1.7,0.8,-1,-2.2,4,3.1
Cc1cc2nc(CS(=O)(=O)c3ccccc3)cc(=O)n2[nH]1,-1,0,-1,0.1,0.1,-0.1,0.9,0,-0.6,-3,3.6
Cc1c(NS(=O)(=O)c2cccc(C(=O)NCc3cccc(Cl)c3)c2)c(=O)n(-c2ccccc2)n1C,-3,-7,-2,-0.4,-1.9,-1.3,-0.3,-6,0.8,-1,0.7

# Not a hit list. About 6.9% of those tested had a hit in this group.
